SIAH1 antagonists – Siah-1 peptide-binding antagonists, primary screen, biochemical, fluorescence polarization, rhodamine-plectin, uHTS (AID 1817) | E3 ubiquitin-protein ligase SIAH1 (Homo sapiens) | Siah-1 / rhodamine-plectin peptide fluorescence polarization; higher % means a stronger effect | one-dose displacement, % at 20 µM; IC50 in µM for titrated hits | actives 0.02% (n = 290,000);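 active = displacement of at least 50% at 20 µM, with a fluorescence ratio check between 0.3 and a set limit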;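 note: plate controls were Siah plus tracer with DMSO for no effect and tracer alone without Siah for full effect; strong numbers were not always called active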
NOD2 inhibition – NOD2 signaling inhibitors, cell-based, luminescence, uHTS, HEK293 (AID 1566). HEK293 NOD2/NF-kB luciferase reporter, luminescence; higher % means a stronger effect. actives 0.63% (n = 290,000). one-dose inhibition, % at 4 µM; EC50 in µM for titrated hits; note: many of its hits are not listed in these tables
Lipid droplet – inhibitors of hepatocyte lipid droplet formation, primary screen, imaging, high-throughput imaging, BODIPY stain | inhibition, % at 6.5 µM | AML12 mouse hepatocytes, oleate lipid droplets | actives 0.4% (n = 240,000);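 active = lipid droplet intensity inhibited by at least 50%, with more than 500 cells counted; inconclusive = wells with under 300 cells, treated as cytotoxic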
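Assay system: AML12 mouse liver cells | Compound: 6.5 µM single-point dosing | Schedule: Overnight exposure | Technique: Fluorescence imaging, 20x objective, two fields per well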
HIV peptide binding – inhibitors of HIV fusion peptide binding, primary screen, biochemical, uHTS, fluorescence dequenching (AID 1986); one-dose inhibition, % at 20 µM; IC50 in µM for titrated hits; actives 0.3% (n = 290,000); cell-free peptide binding, fluorescence dequenching, 30 min; higher % means a stronger effect; in the data active = inhibition mostly above about 52%, no sharp cut-off; inactive = mostly below about 76%; note: some results filed as inactive read as strong as hits
XIAP antagonists – XIAP antagonists, biochemical, IAP family, fluorescence polarization (AID 1018) | E3 ubiquitin-protein ligase XIAP (Homo sapiens) | XIAP BIR domain, fluorescence polarization peptide displacement; higher % means a stronger effect | displacement, % at 20 µM, or IC50 in µM where a hit was titrated | actives 0.007% (n = 200,000); in the data active = displacement above about 50%; note: a part of the inactive calls stands beside numbers as strong as those of hits
NS5 inhibitors – Dengue-2 NS5 methyltransferase inhibitors, primary screen, biochemical, confirmation dose response (AID 588689) | Genome polyprotein (Dengue virus type 2 (strain 16681-PDK53)) | Dengue-2 NS5 methyltransferase capping enzyme assay, biochemical; higher % means a stronger effect | one-dose inhibition, % at 25 µM; IC50 in µM for titrated hits | actives 0.3% (n = 340,000); in the data active = a potency from the dose series; inconclusive = inhibition above about 29% without an active follow-up result
AID2073 – inhibitors of Mint1-CaV2.2 protein interaction, biochemical, HTRF (AID 2073); inhibition, % at 20 µM; hits with a dose series show IC50 in µM; actives 0.19% (n = 290,000); HTRF protein-protein interaction, Mint1-CaV2.2; higher % means a stronger effect; in the data active = inhibition mostly above about 51%, no sharp cut-off; inconclusive = no clear call, values can overlap the other calls; inactive = mostly below about 53%; note: some results filed as inactive read as strong as hits
LYP phosphatase – inhibitors of LYP phosphatase, biochemical, fluorescence intensity, uHTS (AID 1779); inhibition, % at 11.5 µM; hits with a dose series show IC50 in µM; actives 0.054% (n = 290,000); recombinant LYP phosphatase, fluorescence intensity; higher % means a stronger effect; Tyrosine-protein phosphatase non-receptor type 22 (Homo sapiens);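 note: plate controls were vehicle with enzyme for no effect and no enzyme for full effect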
Myeloid diff MLP – induction of myeloid progenitor differentiation, primary screen, cell-based, flow cytometry, MLPCN library | calls only at 10 µM | actives 1% (n = 360,000) | ER-HoxA9 myeloid progenitors, lysozyme-GFP differentiation;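 active = normalized GFP-positive differentiation at or above the plate's own cutoff, the solvent-only control mean plus 3 SD; inconclusive = no clear call, values can overlap the other calls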;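 note: cells exposed to compound for four days before flow analysis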
Lipid droplet cells 6.5 µM – further read-out of Lipid droplet, marked with its call; cell count; measured here: cell count, cytotoxicity flag;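 cells counted across two imaged fields per well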
NS5 inhibitors pilot replicate – also measured in NS5 inhibitors; calls as there; inhibition, %; measured here: pilot screen replicate inhibition
Myeloid diff MLP GFP+ MAC1+ % – second read-out of Myeloid diff MLP, no call of its own (marks repeat the call); GFP+ MAC1+ double positive, %; measured here: differentiation confirmed by MAC1 staining
* hit, by the source's call; i = inactive; ? = inconclusive; . = not tested or not shown. Cut-off read from the data, not from the text of the source, unless noted: active = inhibition above about 50%; inactive = the rest. An excerpt; count on the stated rates, not on these rows.

SMILES	SIAH1 antagonists	NOD2 inhibition	Lipid droplet	Lipid droplet cells 6.5 µM	HIV peptide binding	XIAP antagonists	NS5 inhibitors	AID2073	LYP phosphatase	Myeloid diff MLP	Myeloid diff MLP GFP+ MAC1+ %	others
O=C(O)CCN1C(=O)/C(=C/c2cn(-c3ccccc3)nc2-c2cccs2)SC1=S	i	33%	1	689	90%*	-4.6%	11%	51%	8%	i	0.4
CCCc1nnc2c(N(C)S(=O)(=O)c3ccccc3)nc3ccccc3n12	3%	10%	-8	582	1.6%	-1.6%	-9%	14%	-11%	i	0.4
CCCCCn1c(SCC(=O)CC(=O)OCC)nc2cc(C(=O)N3CCC(C(N)=O)CC3)ccc2c1=O	6%	17%	6	702	-2.5%	-7.8%	-3%	-18%	-1%	i	1.0
CCCCC(=O)OCCNC(=O)c1cc2ccccc2oc1=O	2%	15%	17	791	0.7%	-5.3%	1%	0%	-6%	i	0.8
CCc1ccc(CN(C)CC(=O)Nc2ccc3c(c2)CCC3)cc1	0%	-18%	9	684	-2.4%	-5.1%	-13%	-3%	0%	i	0.4
Cc1ccccc1Oc1ncnc2oc(-c3ccccc3)cc12	1%	14%	.	.	-2.9%	-6.7%	-3%	-3%	1%	i	1.8
CN(C)/C=C(/C(=O)c1ccc(Cl)cc1)S(=O)(=O)c1ccc(Cl)cc1	-1%	-2%	.	.	9.1%	-3.5%	3%	6%	6%	i	0.6	NS5 inhibitors pilot replicate=-3.2
COc1ccc(CCN(Cc2ccccn2)C(=S)Nc2cccc(SC)c2)cc1OC	-1%	-7%	-16	722	-2.8%	-22%	7%	-18%	0%	i	0.8
COC(=O)c1ccc(/C=N/n2cnnc2)cc1	5%	7%	.	.	-1.1%	0.5%	-7%	-4%	-4%	i	2.2
COc1ccc(-c2cc3nc(C4CCN(C(=O)OC(C)(C)C)CC4)c(C(=O)O)cn3n2)cc1	4%	0%	.	.	-0.9%	-7.0%	5%	35%	4%	i	1.9
CC(C)OCC(O)CS(=O)Cc1ccccc1 (configuration not stated)	-2%	8%	12	782	1.1%	-4.9%	-1%	16%	-4%	i	2.1
COc1ccc(-c2cc(C)no2)cc1S(=O)(=O)NCCc1ccco1	0%	-13%	-5	705	0.6%	.	-5%	16%	-13%	i	0.5
CN(C)CCNC(=O)C1CCCNC1=O (configuration not stated)	-1%	4%	.	.	-0.5%	-4.3%	-7%	6%	-5%	i	0.8
CCCOc1cccc(C(=O)N/N=C/c2ccoc2)c1	5%	-17%	-5	658	0.4%	.	-3%	8%	-4%	i	0.3
CC1CCc2c(sc3nc4n(c(=O)c23)CCS4)C1 (configuration not stated)	-4%	-27%	-1	762	-0.8%	-8.8%	-1%	9%	-9%	i	0.9	NS5 inhibitors pilot replicate=-4.5
CC1CCCN(c2ccc(C(=O)NCc3ccc4c(c3)OCO4)cc2[N+](=O)[O-])C1 (configuration not stated)	2%	-16%	-4	650	-1.7%	-4.4%	4%	-12%	5%	i	0.1
O=C1NCCCN1Cc1ccc(Cl)cc1	-8%	16%	-3	812	-2.1%	.	-7%	20%	-8%	i	0.7
COC(=O)CCn1nnc(-c2ccc(C)cc2)n1	3%	-23%	-9	621	-0.5%	-6.8%	-7%	-1%	0%	i	1.0
C=CCn1cnc2c(nnn2-c2ccc(C)c(Cl)c2)c1=O	4%	-20%	-10	656	-1.0%	-4.8%	2%	1%	-8%	i	0.5
COc1ccc(-c2[nH]nc3c2C(c2ccoc2)C(C#N)=C(N)O3)cc1 (configuration not stated)	9%	10%	-6	715	2.1%	0.9%	0%	?	-4%	i	1.1
Cc1cccc(NC(=O)NCC2CCN(c3ccc(S(=O)(=O)N4CCOCC4)cc3)CC2)c1	2%	-7%	-3	726	-1.3%	.	-17%	0%	0%	i	3.7
COc1ccccc1-c1cc(C(F)(F)F)nc(NCc2cccs2)n1	-5%	15%	-13	741	2.4%	-0.3%	-4%	3%	4%	i	0.4
O=C(NCCCN1CCN(c2ccc(F)cc2)CC1)NC12CC3CC(CC(C3)C1)C2	0%	14%	.	.	1.7%	.	-8%	5%	-16%	i	1.1
COc1ccc(NC(=O)Nc2nnc(Cc3ccccc3)s2)cc1	0%	-22%	-9	812	-1.5%	.	0%	0%	-2%	i	0.2
O=C(Nc1nccs1)c1ccc([N+](=O)[O-])cc1Cl	0%	-9%	14	808	-2.0%	.	-1%	6%	-7%	.	.

Already shown: an excerpt of the list.
SMILES	SIAH1 antagonists	NOD2 inhibition	Lipid droplet	Lipid droplet cells 6.5 µM	HIV peptide binding	XIAP antagonists	NS5 inhibitors	AID2073	LYP phosphatase	Myeloid diff MLP	Myeloid diff MLP GFP+ MAC1+ %	others
O=C(O)CCN1C(=O)/C(=C/c2cn(-c3ccccc3)nc2-c2cccs2)SC1=S	i	33%	1	689	90%*	-4.6%	11%	51%	8%	i	0.4
CCCc1nnc2c(N(C)S(=O)(=O)c3ccccc3)nc3ccccc3n12	3%	10%	-8	582	1.6%	-1.6%	-9%	14%	-11%	i	0.4
CCCCCn1c(SCC(=O)CC(=O)OCC)nc2cc(C(=O)N3CCC(C(N)=O)CC3)ccc2c1=O	6%	17%	6	702	-2.5%	-7.8%	-3%	-18%	-1%	i	1.0
CCCCC(=O)OCCNC(=O)c1cc2ccccc2oc1=O	2%	15%	17	791	0.7%	-5.3%	1%	0%	-6%	i	0.8
CCc1ccc(CN(C)CC(=O)Nc2ccc3c(c2)CCC3)cc1	0%	-18%	9	684	-2.4%	-5.1%	-13%	-3%	0%	i	0.4
Cc1ccccc1Oc1ncnc2oc(-c3ccccc3)cc12	1%	14%	.	.	-2.9%	-6.7%	-3%	-3%	1%	i	1.8
CN(C)/C=C(/C(=O)c1ccc(Cl)cc1)S(=O)(=O)c1ccc(Cl)cc1	-1%	-2%	.	.	9.1%	-3.5%	3%	6%	6%	i	0.6	NS5 inhibitors pilot replicate=-3.2
COc1ccc(CCN(Cc2ccccn2)C(=S)Nc2cccc(SC)c2)cc1OC	-1%	-7%	-16	722	-2.8%	-22%	7%	-18%	0%	i	0.8
COC(=O)c1ccc(/C=N/n2cnnc2)cc1	5%	7%	.	.	-1.1%	0.5%	-7%	-4%	-4%	i	2.2
COc1ccc(-c2cc3nc(C4CCN(C(=O)OC(C)(C)C)CC4)c(C(=O)O)cn3n2)cc1	4%	0%	.	.	-0.9%	-7.0%	5%	35%	4%	i	1.9

More results:
SMILES	SIAH1 antagonists	NOD2 inhibition	Lipid droplet	Lipid droplet cells 6.5 µM	HIV peptide binding	XIAP antagonists	NS5 inhibitors	AID2073	LYP phosphatase	Myeloid diff MLP	Myeloid diff MLP GFP+ MAC1+ %	others
COc1cc(/C=C/C(=O)O)cc(S(=O)(=O)N2CCN(S(=O)(=O)c3ccc(Cl)cc3)CC2)c1OC	12%	-12%	-4	821	1.2%	.	-9%	9%	-5%	i	0.8
CCOc1cccc(N(C(=O)C2COc3ccccc3O2)C(C(=O)NC2CCCCC2)c2ccc(O)cc2)c1 (configuration not stated)	2%	-8%	10	652	11%	-5.7%	1%	38%	0%	i	1.3
Nc1nonc1-c1nc2ccccc2n1CC(=O)N/N=C/c1ccc(-c2ccccc2C(=O)O)o1	-9%	22%	0	573	43%	-12%	-1%	4%	3%	i	0.4
O=C(Nc1ccccc1F)c1cc(S(=O)(=O)N2CCCCC2)cs1	-5%	8%	8	824	-0.9%	-6.3%	-13%	-6%	-2%	i	6.0
Cc1ccccc1N1CC(C(=O)NC2CCCC2)CC1=O (configuration not stated)	-3%	-20%	-13	787	-0.3%	.	-2%	-5%	-11%	i	0.4
O=C(CCN1CCCCO1)N1CCCC(Nc2ccc(F)cc2)C1 (configuration not stated)	13%	7%	4	785	4.6%	.	-3%	0%	-6%	i	0.9
COc1cccc(-n2cc3c(c2-c2ccccc2)c(=O)n(C)c(=O)n3C)c1	-4%	1%	.	.	-1.1%	-2.9%	7%	0%	-9%	i	0.2
O=C(CSc1nnc(CNc2ccccc2)o1)c1ccc2c(c1)OCCO2	6%	15%	2	743	-3.8%	0.1%	-5%	-9%	1%	i	3.2
O=C1CSC(c2cccs2)N1c1ccccc1 (configuration not stated)	1%	2%	.	.	-1.7%	-15%	0%	-4%	-1%	i	10
O=C(/C=C/c1ccco1)NCC(=O)N/N=C/c1ccccc1[N+](=O)[O-]	5%	23%	-8	751	2.1%	-3.9%	-8%	8%	5%	i	0.3
Clc1ccc(-c2csc(N3CCSCC3)n2)cc1	1%	-10%	-4	681	0.8%	-6.5%	-8%	-6%	-4%	i	0.5
C[C@@H](C(=O)Nc1ccc2ccccc2c1)[C@H]1C[C@]1(C)[C@H](NC(=O)OCc1ccccc1)c1ccccc1	-1%	-15%	-4	642	0.2%	-5.4%	5%	12%	9%	i	1.0
CCN(CC)C(=O)c1nn(Cc2ccccc2)c(=O)c2ccccc12	11%	14%	9	703	-0.4%	.	-2%	16%	-7%	i	1.2
CCC(NC(=O)c1ccccc1NC(=O)c1ccc(C)cc1)C(=O)O (configuration not stated)	2%	-13%	2	722	1.9%	-6.0%	-3%	4%	-2%	i	6.9
COc1cc(-c2nc3ccc4ccccc4c3c3c2CCC3)ccc1O	2%	-8%	-38	665	1.8%	-3.6%	3%	16%	3%	i	0.2
N#Cc1cnc(SCC(=O)N2CCCC2)nc1N	4%	-8%	-1	853	0.1%	.	1%	6%	-8%	i	0.6
CC(=O)NCC1CCCN(C(=O)c2oc3c(F)cccc3c2C)C1 (configuration not stated)	-4%	-2%	-8	791	-0.2%	.	5%	20%	-5%	i	0.4

Ordered by length of the SMILES (lowest first): some entries from above.
SMILES	SIAH1 antagonists	NOD2 inhibition	Lipid droplet	Lipid droplet cells 6.5 µM	HIV peptide binding	XIAP antagonists	NS5 inhibitors	AID2073	LYP phosphatase	Myeloid diff MLP	Myeloid diff MLP GFP+ MAC1+ %	others
CN(C)CCNC(=O)C1CCCNC1=O (configuration not stated)	-1%	4%	.	.	-0.5%	-4.3%	-7%	6%	-5%	i	0.8
CC1CCCN(c2ccc(C(=O)NCc3ccc4c(c3)OCO4)cc2[N+](=O)[O-])C1 (configuration not stated)	2%	-16%	-4	650	-1.7%	-4.4%	4%	-12%	5%	i	0.1
CCCCCn1c(SCC(=O)CC(=O)OCC)nc2cc(C(=O)N3CCC(C(N)=O)CC3)ccc2c1=O	6%	17%	6	702	-2.5%	-7.8%	-3%	-18%	-1%	i	1.0
